Screening results deposited in PubChem BioAssay by Broad Institute.
BL2 CD40 inh: CD40 pathway inhibition in BL2 cells; BL2 NF-kB luciferase reporter, CD40L-induced, 4 h; AID 1053188; actives 0.94% (n = 83,000); inhibition, % at 10 µM;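 active means mean inhibition of at least 50% with a set share of replicates also reaching that level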;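 further: 0% = neutral control wells and 100% = IKK inhibitor VII at 50 µM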
The depositor's hits bear a star; [ ] = another dose, or the depositor's remark.

SMILES,BL2 CD40 inh
COc1cccc(NC(=O)C[C@H]2CC[C@@H]3[C@@H](COc4ccc(NC(=O)C5CC5)cc4C(=O)N3C)O2)c1,2.2[25 µM]
CCN(CC)CCCNC1CCS(=O)(=O)C1 (stereo unspecified),6.5
Cn1ncc([N+](=O)[O-])c1C(=O)n1nnc2ccccc21,6.2
Cc1ccc(C(=O)CN(Cc2ccccc2)C2=NCCS2)cc1,2.2
CN1c2ccc(C#Cc3cccnc3)cc2[C@@H]2[C@@H](CCN2C(=O)c2cccc(F)c2)[C@@H]1CO,1.1[25 µM]
O=C(Nc1ccc2ccccc2c1[N+](=O)[O-])c1ccccc1,-72.3
O=C(CN1C(=O)NC2(CCCCC2)C1=O)N1CCN(S(=O)(=O)c2ccccc2)CC1,-1.7
CCC1(C)Cc2c(sc3nnn(CC(=O)Nc4ccc(C)cc4)c(=O)c23)CO1 (stereo unspecified),2.6
COc1cccc(CNC(=O)c2ccc(NS(=O)(=O)c3ccc4[nH]c(=O)[nH]c4c3)cc2)c1,-2.4
CC(=O)OC1COC(OC(C)=O)CO1 (stereo unspecified),8.1
c1ccc(OCc2nn3c(Cn4cnc5ccccc54)nnc3s2)cc1,10.7
COc1cccc(CNc2nc3cc(-c4cccc(C(=O)NCCO)c4)sc3c(=O)n2C)c1,-9.6
CCOCC(=O)N1CCc2ccccc21,6.2
CCNC(=O)[C@@H]1[C@@H](CO)[C@@H]2Cn3c(ccc(C4=CCCCC4)c3=O)[C@H]1N2CCC(F)(F)F,4.6[25 µM]
O=C(CCC1CCCN(c2ncccn2)C1)N1CCN(c2ccccn2)CC1 (stereo unspecified),6.8
COC(=O)c1c(NC(=O)CCc2ccc(C)o2)sc(C)c1C,16.0
Cc1cc(NC(=O)CSc2nnc3ccc(-c4ccccc4)nn23)no1,9.3
CC12CCC(=O)N1C(C(=O)Nc1nccs1)CS2 (stereo unspecified),15.1
CCOCCCn1c(SCC(=O)N(C)C2CCS(=O)(=O)C2)nc2ccccc2c1=O (stereo unspecified),-34.5
COc1ccc(NC(=O)c2c(C)nn(Cc3ccccc3)c2Cl)cc1S(=O)(=O)N1CCOCC1,9.0
C[C@@H]1CN([C@H](C)CO)C(=O)CCCn2nncc2CO[C@H]1CN(C)C(=O)Nc1ccc(N2CCCCC2)cc1,-3.0[25 µM]
Cc1nnc(C)c2c(C)n(-c3ccccc3N)c(C)c12,-0.6
CO[C@@H]1CN(C)C(=O)c2ccc(NS(=O)(=O)CC(F)(F)F)cc2OC[C@@H](C)N(Cc2nccs2)C[C@H]1C,-5.5[25 µM]
Cc1noc(C)c1COc1ccc(C(=O)N2CCN(c3ccccc3O)CC2)cc1,10.7
O=C(COC(=O)/C=C/c1cccc(Br)c1)NC1CCCC1,-6.8
C[C@@H]1CN(C)C(=O)c2cc(N)ccc2O[C@H]1CN(C)S(C)(=O)=O,1.6
Cc1nn(Cc2ccccc2Cl)c(C)c1C(=O)NC1=NCCS1,3.1
CC(C)(C(=O)O)n1cncn1,-1.1
COc1ccc(Br)c2c1C(=O)CC2,8.4
O=C(O)C(Cc1c[nH]c2ccccc12)N1C(=O)C2C3c4ccccc4C(c4ccccc43)C2C1=O (stereo unspecified),13.0
CC1=C(C(=O)O)CC(S(=O)(=O)O)C1(C)C (stereo unspecified),15.1
COc1ccc2c3c([nH]c2c1)[C@H](CO)N(C(=O)Nc1ccc(F)cc1)CC31CCN(C(=O)Nc2ccc3c(c2)OCO3)CC1,2.4[25 µM]
CC(=O)Nc1cc(-c2ccc(S(C)(=O)=O)cc2)cn2c(-c3ccc(F)cc3)cnc12,31.5
COc1ccc(NC(=O)c2cc(C3CCCCN3C(=O)c3cccs3)on2)c(C)c1 (stereo unspecified),8.7
C1=NN(c2ccccc2)C=NN1c1ccccc1,-14.5
CCOC(=O)C1=C(C)NC(C)=C(C(=O)OCC)C1C(=O)OCC(=O)NC(C)C,3.4
O=CNc1ccc2c(c1)Cc1cccc(NC=O)c1-2,4.4
CCOC(=O)c1sc2ncnc(OC)c2c1C,-10.7
O=c1[nH]c(=O)n2c(c1-c1ccccc1)OC(CBr)C2 (stereo unspecified),3.8
CCC(=O)N1CC(=O)N2[C@H](CO)[C@@H](c3ccc(C#CCC(C)C)cc3)[C@@H]2C1,-7.5[25 µM]
CCOC(=O)C(NC(=O)NC1CCCCC1)(c1ccccc1)C(F)(F)F (stereo unspecified),11.7
C/C=C/c1ccc([C@@H]2[C@@H](CN(C)C(=O)c3ccccn3)N(C(C)=O)[C@H]2CO)cc1,-14.3
Nc1ncnc(Oc2cccc3cccnc23)c1[N+](=O)[O-],8.5
CCOC(=O)COc1ccc(Br)cc1C1NC(=O)NC(C)=C1C(=O)NCc1ccccc1 (stereo unspecified),5.2
CCOC(=O)c1c(C)c(C(=O)NCc2ccco2)c(C)n1Cc1ccccc1,-1.5

Sorted by length of the SMILES (smallest number first): some entries from above.
SMILES,BL2 CD40 inh
CCOC(=O)C(NC(=O)NC1CCCCC1)(c1ccccc1)C(F)(F)F (stereo unspecified),11.7
CCOC(=O)C1=C(C)NC(C)=C(C(=O)OCC)C1C(=O)OCC(=O)NC(C)C,3.4
CC(=O)Nc1cc(-c2ccc(S(C)(=O)=O)cc2)cn2c(-c3ccc(F)cc3)cnc12,31.5

(next part)
SMILES,BL2 CD40 inh
O=S(=O)(NCC(c1cccnc1)N1CCc2ccccc2C1)c1ccccc1 (stereo unspecified),-15.7
CC(C)Nc1nc2n(c(=O)n1)CCN2C(C)C,4.7
CCCNC(=O)N1C[C@@H](C)[C@@H](OC)CN(C)C(=O)c2ccc(NC(=O)CC)cc2OC[C@H]1C,9.0[25 µM]
C[C@@]12CC(=O)NC1N(C(=O)c1ccccc1)C(c1ccccc1OC(=O)c1ccccc1)C2 (stereo partly specified),6.3
O=C(C1CC1)N1CCN(C(c2ccccc2)c2ccccc2)CC1,7.2
C[C@@H]1CCCCO[C@@H](CN(C)C(=O)c2ccncc2)[C@H](C)CN([C@@H](C)CO)C(=O)c2cc(NS(=O)(=O)c3cccs3)ccc2O1,-13.1[25 µM]
Cc1cc(NC(=O)COc2nnc(-c3ccccc3)c3ccccc23)no1,-2.3
CCN(C(=O)CSc1ncccn1)c1c(N)n(Cc2ccccc2)c(=O)[nH]c1=O,9.7
COc1ccc2c3c(n(C)c2c1)[C@H](CO)NCC31CCN(Cc2ccncc2)CC1,-13.2[25 µM]
O=C(CNc1ccccc1)N/N=C/c1c(O)ccc2ccccc12,11.0
CCN(CC)C(=O)c1ccc2c(c1)nnn2C,6.2
O=C1C[C@@H](c2ccccc2)C(=O)N[C@H](c2ccc(F)cc2)C/C=C\CCN1,4.7[25 µM]
CC(C)NC(=O)N(C)C[C@@H]1OCc2ccccc2-c2ccccc2C(=O)N([C@@H](C)CO)C[C@@H]1C,-3.1
O=S(=O)(Nc1ncccn1)c1ccc(-n2cnnn2)cc1,9.0
COC(=O)CNS(=O)(=O)c1ccc(C)cc1,2.1
CO[C@H]1CN(C)C(=O)c2cc(NC(=O)Nc3c(C)noc3C)ccc2OC[C@H](C)NC[C@H]1C,-8.3[25 µM]
CC(C)N(C)Cc1nnnn1CC(=O)N(C)Cc1ccc(F)cc1,7.5
C[C@H](O)C#Cc1ccc([C@H]2[C@@H](CO)N3CCCCN(C(=O)c4ccncc4)C[C@@H]23)cc1,8.0[25 µM]
N#CC(=C=[N-])C1=C(C#N)C(c2ccccc2F)C([n+]2ccccc2)C(O)(C2CC2)N1 (stereo unspecified),4.0
CC(C)(Oc1ccc(Cl)cc1)C(=O)OCC(=O)NCCc1ccc(S(N)(=O)=O)cc1,11.6
Cc1cc(NCc2ccccn2)n2c(nc3ccccc32)c1C#N,-6.0
Nc1ccc2c(c1)OC1(CCCC1)O2,35.8
Cc1cccc(C(C)C)c1NC(=O)CN1C(=O)NC(Cc2ccccc2)C1=O (stereo unspecified),2.2
CNC(=O)C1CC(=O)N(c2ccc(OCC(=O)N3CCCC3)cc2)C1 (stereo unspecified),-2.1
N#Cc1cccnc1N1CCN(C(=O)c2ccco2)CC1,-2.4
COCCCN(Cc1ccccn1)S(=O)(=O)Cc1ccccc1,11.8
O=C(O)c1ccc(CSc2nnc(COc3ccccc3)o2)cc1,2.5
COc1ccc(C=C2CCC3C(=O)CCCC3(C)C2=O)cc1 (stereo unspecified),-62.7
COc1ccc(NS(=O)(=O)c2cccc(NC(=O)COc3ccccc3[N+](=O)[O-])c2)cc1,4.2
O=C(NC1CCCC1)N1CCCCN2[C@H](CO)[C@@H](c3ccc(-c4cccnc4)cc3)[C@H]2C1,2.4[25 µM]
O=C(NCCc1ccncc1)[C@H]1[C@H](CO)[C@H]2Cn3c(ccc(-c4ccncc4)c3=O)[C@H]2N1C(=O)C1CC1,-0.9[25 µM]
O=C(CN1C(=O)COc2ccc(S(=O)(=O)N3CCCC3)cc21)NC1CCCCCCC1,6.6
O=C(COc1ccc2ccccc2c1)Nc1ccncc1,-13.4
Cc1ccc(S(=O)(=O)NCc2ccc(C(=O)N3CCCC3)cc2)cc1,1.8
CN1c2ccc(-c3cccc(C#N)c3)cc2[C@@H]2[C@@H](CCN2C(=O)Nc2cc(F)ccc2F)[C@@H]1CO,-10.8[25 µM]
COC(=O)[C@@H]1[C@@H](CO)[C@@H]2Cn3c(ccc(-c4ccccc4OC)c3=O)[C@@H]2N1CC1CCCC1,4.4
CC(C)C#Cc1ccc([C@@H]2[C@@H](CO)N3C(=O)CN(C(=O)Cc4ccccc4)C[C@@H]23)cc1,12.0[25 µM]
O=C(NNC(=O)c1cccs1)c1ccco1,-16.6
O=C1CSC(=S)N1N=Cc1cccc2ccccc12,-4.6
O=C(Nc1ccc2c(c1)OCCO2)C1CCCC1,97.3*
COc1ccc(C(CNC(=O)CNC(=O)c2ccccc2Cl)N2CCCC2)cc1 (stereo unspecified),-0.7
Cc1cccc(C(=O)NCC(=O)OCC(=O)N2CCc3ccccc32)c1,-12.5
Cc1ccc(C(=O)OCC(=O)Nc2sccc2C(N)=O)cc1NC(=O)c1ccco1,1.1
CN1C(=O)c2cc(NC(=O)c3cccc(F)c3)ccc2OC[C@@H]2O[C@@H](CC(=O)NCc3ccccc3Cl)CC[C@@H]21,28.4[25 µM]
CC(/C=N/NC(=O)c1cccnc1)=C\c1ccco1,5.3
Cc1ccc(OCC(=O)Nc2ccc(CN3CCOCC3)cc2)cc1,-6.2
C[C@H](CO)N1C[C@H](C)[C@@H](CN(C)S(=O)(=O)c2ccc(F)cc2)OCc2ccccc2-c2ccccc2C1=O,4.6
O=C(O)COc1ccc(NC(=O)c2ccco2)cc1,-5.0
COc1cccc(C(=O)Nc2ccc3c(c2)C(=O)N(C)[C@@H]2CC[C@H](CC(=O)NCc4ccc(F)cc4)O[C@H]2CO3)c1,24.8[25 µM]
O=C(CCc1ccccc1)Nc1ccc(NC(=O)c2ccco2)cc1,-24.5
C[C@H]1CCCCO[C@H](CN(C)C(=O)c2ccncc2)[C@@H](C)CN([C@@H](C)CO)C(=O)c2cc(NC(=O)CCC(F)(F)F)ccc2O1,1.0[25 µM]
CC(C)Oc1ccc(S(=O)(=O)N2CCCCC2)cc1NC(=O)C1CCC1,-5.9
CCOc1ccc(S(=O)(=O)N2CCN(C(=O)CN3C(=O)NC(C)(C)C3=O)CC2)cc1,5.9
CCNC(=O)Cn1c(=O)c2c(ncn2Cc2ccccc2)n(Cc2ccccc2)c1=O,2.7
O=C(N/N=C/c1cccc([N+](=O)[O-])c1)c1cc2c(ccc3ccccc32)o1,10.4
O=C(c1ccccc1)N1CCN(C(=O)N2CCOCC2)CC1,7.8
COc1ccc(-n2cc(-c3ccccc3)c3c(N4CCN(CCO)CC4)ncnc32)cc1,-13.1
O=C(CCC1CCCC1)N=C1SC2CS(=O)(=O)CC2N1Cc1ccccc1 (stereo unspecified),2.7
Cc1ccnc(NC(c2ccncc2)c2c(C)[nH]c3ccccc23)c1 (stereo unspecified),6.8
COc1ccc(S(=O)(=O)Nc2ccc3c(c2)C(=O)N([C@@H](C)CO)C[C@H](C)[C@@H](CN(C)S(=O)(=O)c2ccc(Cl)cc2)OCCCC[C@@H](C)O3)cc1,37.7[25 µM]

Additional results:
SMILES,BL2 CD40 inh
CCOc1ccc(C(=O)NNC(=O)CCNC(=O)c2ccc(Br)cc2)cc1OC,1.2
CCOC(=O)c1cc2cc3ccccc3cc2[nH]1,-146.0
O=C(CCC1CCCCC1)NCCN1CCOCC1,3.4
CCN(CC)S(=O)(=O)c1cc(OC)c(Cl)cc1Cl,6.5
CCCCOC(=O)Nc1ccc(C(=O)OCCC)cc1,-90.2
O=C(C1CC1)N1C[C@H]2[C@@H](c3ccccc31)[C@H](CO)N2Cc1ccccc1Cl,6.2
COC(=O)c1sc(NC(=O)COC(=O)C2CCC2)c(C(=O)OC)c1C,3.0
N#C[C@@H]1[C@H](c2ccc(C#Cc3cccc(F)c3)cc2)[C@@H](CO)N1C(=O)C1CC1,47.2
C#CC(CC)(CC)NC(=O)c1c(C)noc1C,9.9
COC(=O)c1c(NC(=O)c2ccoc2C)sc(C)c1C,19.5
CCOc1ncccc1C(=O)Nc1ccc(-c2cn3ccsc3n2)cc1,9.0
Cc1ccc(C(C(=O)NC2CCCC2)N2CCc3ccccc32)cc1 (stereo unspecified),8.3
Cc1c(/C=N/NC(=O)c2ccc(Br)o2)cnn1C,-20.2
CC1(C2CC2)NC(=O)N(CC(=O)NCc2ccc(Cl)cc2Cl)C1=O (stereo unspecified),-1.8
CCN(CC(=O)NC(=O)NC1CCCCC1)Cc1ccccc1,-2.5
CC1CCC(NC(=O)COC(=O)CSc2ccc(C(N)=O)cc2[N+](=O)[O-])CC1 (stereo unspecified),6.5

Only part of the results is shown; count on the stated rates, not on these rows.
